Screening data: PubChem, Emory University Molecular Libraries Screening Center
14-3-3g Raf: modulators of human 14-3-3 gamma - Raf peptide interaction; P61981; FP, 14-3-3gamma / TMR-pS259-Raf peptide binding; inhibition, % at 40 µM; 160,000 tested, 0.19% active; in the data active means inhibition above about 30%;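 further: 0% = protein plus tracer without compound and 100% = blank with tracer alone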
Target sequence (P61981 whole entry, looked up): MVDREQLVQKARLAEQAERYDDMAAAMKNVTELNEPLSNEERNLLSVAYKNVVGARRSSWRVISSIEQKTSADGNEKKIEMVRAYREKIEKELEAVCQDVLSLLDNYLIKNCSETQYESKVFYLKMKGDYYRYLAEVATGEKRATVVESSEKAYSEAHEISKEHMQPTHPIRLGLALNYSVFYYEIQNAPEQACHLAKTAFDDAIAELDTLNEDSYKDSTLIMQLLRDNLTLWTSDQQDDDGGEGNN
Active calls of the source: *; & = joins results of further samples. This is a subset. The share of hits here may be higher or lower than overall.

14-3-3g Raf | smiles
-9 | CC1=C(C(=O)Nc2cccc(C(F)(F)F)c2)C(c2ccc(F)cc2)C2=C(CC(C)(C)CC2=O)N1 (stereo unspecified)
-9 | Cc1cc2c(NC(C)C)ncnc2s1
-19 | c1ccc(-c2cc(-c3nnc4sc(-c5ccccn5)nn34)[nH]n2)cc1
-10 | Cc1nc2ccccn2c1-c1nnco1
0 | COc1ccccc1N1CCN(C(=O)CSc2nc(C)c(Cc3ccccc3)c(=O)[nH]2)CC1
-3 | O=C(NCc1ccccc1)c1cc(-c2cccs2)on1
-1 | Cc1ccc(C2CC(=O)C3=C(C2)Nc2ccccc2N(C(=O)C2CC2)C3c2ccc(OC(C)C)cc2)cc1 (stereo unspecified)
-9 | CC1(C)C(=O)C2(C(=O)NCc3ccccc3)CCC1C2 (stereo unspecified)
-10 | O=C(NCCN1CCC(Cc2ccccc2)CC1)c1cc(=O)[nH]c2ccc(S(=O)(=O)N3CCCC3)cc12
-1 | N=c1nc(N)nc2n1NC(c1ccc(F)cc1)=CS2
-4 | COc1cccc2sc(=NC(=O)c3ccc(OC(C)C)cc3)n(C)c12
-30 | CC1Cc2nc(SCC(=O)Nc3cccc(Cl)c3)n(C)c(=O)c2S1 (stereo unspecified)
2 | CC(=O)N(CCc1ccccc1)C1CC(=O)N(c2ccc(Br)cc2)C1=O (stereo unspecified)
-2 | Cc1ccc(C)c(NC(=O)C(=O)NCCN(C)C)c1
-10 | CCOC(=O)c1ccc(NC(=O)CCS(=O)(=O)c2ccc(C)cc2)cc1
-6 | COC(=O)c1sc(=S)n(-c2ccc(OC)c(Cl)c2)c1N
-12 | CCOC(=O)c1cc2n(n1)C(C(F)(F)C(F)(F)F)CC(C)N2 (stereo unspecified)
-5 | Cn1c(N)c(C(=O)CN2CCOCC2)c(=O)n(C)c1=O
0 | CC(=O)N1c2ccc(S(=O)(=O)N3CCCC3)cc2CC1C (stereo unspecified)
-14 | CCn1nc(C)c(/C=C2\CCCC3=C2OC(N)=C(C#N)C3c2c(C)nn(CC)c2C)c1C (stereo unspecified)
5 | COc1ccc2c(c1)C1NC(=S)N(c3ccc(Br)cc3)C(C)(O2)C1C(=O)N(C)C (stereo unspecified)
-15 | Cc1cc(C)nc(NC(=O)c2ccc(Br)o2)c1
3 | C=C(C)Cn1c(-c2ccccc2)nc2ccccc21
-6 | COc1ccc(S(=O)(=O)NCCSc2ccc(C)cc2)cc1OC
-8 | COc1cccc(C(C2C(=O)CC(C)(C)CC2=O)C2C(=O)CC(C)(C)CC2=O)c1
-15 | CCOC(=O)c1c(NC(=O)c2ccn(CC)n2)sc2c1CCC2
-4 | O=C(COC(=O)C1CCC1)Nc1ccc(OC(F)F)cc1
-1 | COc1cc([N+](=O)[O-])cc(C=Nc2ccc3oc(-c4ccc(Br)cc4)nc3c2)c1O
2 | CCN(c1ccccc1)S(=O)(=O)c1ccc(F)c(C(=O)O)c1
-52 | Cc1ccc2oc(-c3ccc(Cl)c(NC(=O)c4ccccc4)c3)nc2c1
2 | CCOC(=O)c1c(NC(=O)C(C)Oc2ccc(OC)cc2)sc2c1CCC(C)C2 (stereo unspecified)
-6 | CCC(C)C(NC(=O)c1ccccc1NC(=O)c1ccc(OC)cc1)C(=O)NCc1ccco1 (stereo unspecified)
0 | O=[N+]([O-])c1cccc(-c2nc(-c3ccccc3)no2)c1
-2 | COc1ccc(C2CC(=O)c3c(C)nc(N4CCN(Cc5ccccc5)CC4)nc3C2)cc1OC (stereo unspecified)
-7 | COc1ccc(N/C=C(\C#N)c2nc3ccccc3n2C)c(OC)c1
-16 | COCCOC(=O)C1=C(C)OC(N)=C(C#N)C1c1ccc2c(c1)OCO2 (stereo unspecified)
1 | CN(C(=O)Nc1cccc(NC(=O)N(C)C23CC4CC(CC(C4)C2)C3)c1)C12CC3CC(CC(C3)C1)C2
5 | Nc1nonc1-c1noc(-c2cccc(Br)c2)n1
3 | COc1cc(S(=O)(=O)N2CCC(C(N)=O)CC2)c(C)cc1C
-2 | CCOC(=O)c1c(NC(=O)c2cccc([N+](=O)[O-])c2C)sc2c1CCCCC2
-14 | CCSc1nnc(NC(=O)CCC(=O)OC2CCC(C)C(C)C2)s1 (stereo unspecified)
1 | COc1ccc(S(=O)(=O)N2CCN(C(=O)NC3CCCCC3)CC2)cc1OC
-10 | O=c1[nH]c2ccc(Br)cc2c(-c2ccccc2)c1CNS(=O)(=O)c1ccccc1
3 | CN1C(=O)c2ccccc2C(C(=O)NCC2CCCO2)C1c1cccs1 (stereo unspecified)
-12 | O=C(c1cccs1)N1CCN(S(=O)(=O)N2CCCCC2)CC1
1 | CCCN1C(=O)C2C(C(=O)Nc3cccc(OC)c3)C3C=CC2(O3)C1C(=O)NC1CCCCC1 (stereo unspecified)
-3 | CC1=CC(C)(C)Nc2ccc(OC(=O)c3ccccc3Br)cc21
-24 | O=C(Nc1ccc(Cl)cc1C(=O)O)c1ccc2c(c1)C(=O)N(Cc1ccco1)C2=O
-18 | N=c1c2cn[nH]c2nc(SCc2cccc(F)c2)n1-c1ccc(Br)cc1
3&2 | O=S(=O)(NCCSc1ccc(Cl)cc1)c1ccc2c(c1)OCCO2
3 | COc1nc(NC(C)(C)C)nc(Oc2ccc(=O)n(C)n2)n1
0 | Cc1ccc(NC(=O)CSc2nnc(-c3ccc(S(=O)(=O)N4CCCC4)cc3)o2)cc1C
-78 | O=C(CSc1oc(-c2ccco2)nc1S(=O)(=O)c1ccc(Cl)cc1)Nc1ccc(F)cc1
4 | COC(=O)c1sc(=S)n(Cc2ccco2)c1C
-6 | CCOCCCNC(=O)c1cc(C)nn1-c1ccccc1
-6 | COc1cc2ccccc2cc1C(=O)N1CCN(C)CC1
2 | CCC(=O)N(Cc1ccco1)C1CC(=O)N(c2ccccc2)C1=O (stereo unspecified)
-45 | Cc1ccc(C2C=C(c3ccc(Cl)cc3)Nc3nc(NC(=O)c4cccs4)nn32)cc1 (stereo unspecified)
-6 | COc1cccc(NC(=O)CCCN2C(=O)C3C4C=CC(C4)C3C2=O)c1 (stereo unspecified)
-14 | O=C(c1ccc(Cn2c(=S)[nH]c3cc4c(cc3c2=O)OCO4)cc1)N1CCN(c2ccccc2)CC1

Look-ups from above:
14-3-3g Raf with N=c1c2cn[nH]c2nc(SCc2cccc(F)c2)n1-c1ccc(Br)cc1 is entered as -18
14-3-3g Raf with O=C(c1ccc(Cn2c(=S)[nH]c3cc4c(cc3c2=O)OCO4)cc1)N1CCN(c2ccccc2)CC1 is entered as -14
14-3-3g Raf with COC(=O)c1sc(=S)n(Cc2ccco2)c1C is entered as 4
14-3-3g Raf with Cc1ccc(NC(=O)CSc2nnc(-c3ccc(S(=O)(=O)N4CCCC4)cc3)o2)cc1C is entered as 0

Further entries.
14-3-3g Raf | smiles
-6 | CCOC(=O)C1=NN(c2ccc(Br)cc2)C2C(=O)N(c3ccc(C)cc3)C(=O)C12 (stereo unspecified)
2 | Cc1sc(N)nc1-c1ccccc1OC(F)F
-6 | CCCc1ccc(C=Cc2ccccc2)nc1
0 | CCOC(=O)C1C(=O)C=C(c2ccc(OC)cc2)CC1c1ccc(CC)cc1 (stereo unspecified)
-10 | O=C(Nc1cc2ccccc2oc1=O)C1CCCCC1
0 | CCOc1ccc(Nc2nc3ccccc3nc2NS(=O)(=O)c2ccc(Br)cc2)cc1
-3 | CCOC(=O)N1CCN(C(=O)c2ccc3nc4ccsc4c(=O)n3c2)CC1
-2&-42 | COC(=O)c1ccccc1NC(=O)Cn1ccnc1
-2 | C=CCn1c(SCC(=O)Nc2ccccc2F)nnc1-c1cccnc1
-4&-7 | O=c1[nH]c(Nc2nc3ccccc3o2)nc2c1CCCC2
-5 | O=C1CC(c2cccs2)c2cc3c(cc2N1)OCO3 (stereo unspecified)
-8 | CC(=O)Nc1cc(C(=O)O)ccc1Nc1cccc(Cl)c1
-24 | Cc1cccc2oc(-c3cc(N=Cc4cccc([N+](=O)[O-])c4O)ccc3O)nc12
2 | COc1ccc(S(=O)(=O)N2CCN(S(=O)(=O)c3ccc([N+](=O)[O-])cc3)CC2)cc1
0 | CCOc1ccc2nc(N3CCCC(C(=O)N4CCN(CC)CC4)C3)sc2c1 (stereo unspecified)
0 | CCS(=O)(=O)Nc1cccc(C(=O)CC2(O)C(=O)Nc3ccccc32)c1 (stereo unspecified)
-9 | CCn1cc(C(=O)N2CCN(c3ccc([N+](=O)[O-])cc3)CC2)c(=O)c2ccc(C)nc21
-8 | COc1ccc(Br)cc1CN(CCc1ccc2c(c1)OCO2)Cc1cccnc1
-15 | CCOc1ccc(N2C(=O)c3cccnc3C2Nc2ccc(Cl)cc2)cc1 (stereo unspecified)
-7 | O=C(CN1C(=O)CSC1=O)Nc1ccc(F)c(F)c1F
-5 | Cc1ccc(NC(=O)c2sc3nc(-c4ccc(F)cc4)ccc3c2N)c(C)c1
0 | Cc1ccc2c(c1)C(O)(c1c(C)[nH]c3ccccc13)C(=O)N2 (stereo unspecified)
-7 | Cn1cc(C(=O)NCCCN2CCCC2)c(=O)c2cc(S(=O)(=O)N3CCOCC3)ccc21
-1 | COc1ccc(C(=O)Nc2nncs2)cc1S(=O)(=O)N1CC(c2ccccc2)CC1=O (stereo unspecified)
-10 | CC(=O)Nc1c(C(=O)O)[nH]c2ccccc12
1 | Oc1c(C(Nc2nc3ccccc3s2)c2ccco2)ccc2cccnc12 (stereo unspecified)
-6 | CCN(Cc1ccccc1)S(=O)(=O)c1ccc(F)c(C(=O)Nc2ccccc2Br)c1
1 | Cc1ccc(C)c(NC(=O)CSc2nc3c(c(=O)n2Cc2ccccc2)SC(C)C3)c1 (stereo unspecified)
5 | Cc1ccc(NC(=O)C2CCCN(S(=O)(=O)c3c(C)n[nH]c3C)C2)cc1 (stereo unspecified)
-11 | CCOCCCn1c(=S)[nH]c2cc(OCC)c(OCC)cc2c1=O
-2&3 | COc1ccc2c(c1OC)C(=O)N(c1cccc(C)c1)C2=O
-2&-10 | CC(=O)Oc1cccc(N2C(=O)C3C(C2=O)C2C=CC3C23CC3)c1 (stereo unspecified)
1&4 | O=C(NCCN1CCOCC1)c1ccc2c(c1)N(Cc1ccccc1F)C(=O)CS2
4 | Cc1cc(C)c2nc(SCC(=O)N3CCCCC3)c(C#N)cc2c1
-28 | N#Cc1c(NC(=O)c2cnccn2)sc2c1CCCC2
3 | COc1ccc(OC)c(S(=O)(=O)Nc2cc(C(=O)N3CCOCC3)ccc2N2CC3CC(C2)c2cccc(=O)n2C3)c1 (stereo unspecified)
-20 | Cc1ccc(Cn2c(=N)n(CC(=O)c3ccc([N+](=O)[O-])cc3)c3ccccc32)cc1
1 | CCOC(=O)c1ccc(NC(=O)CSc2nnc(COc3ccccc3OC)n2CC)cc1
3 | Cc1ccc(C(=O)Nc2ccc(C(=O)OCC(=O)c3ccc(Cl)cc3)cc2)cc1Br
-5 | COc1ccccc1C1(O)CCN(CC(=O)Nc2c(C)nn(C)c2C)CC1
-4 | COC(=O)COc1ccc(-c2nnc(Nc3cccc(C)c3)c3ccccc23)cc1
-1 | COc1ccc(C(=S)N2CCC(C)CC2)cc1
-7 | O=C(C1CCN(S(=O)(=O)c2cnc[nH]2)CC1)N1CCCCCC1
-8 | O=C(Nc1nnc(-c2ccco2)s1)C1CCN(S(=O)(=O)c2ccc(Cl)cc2)CC1
1 | Cn1cc(CC(=O)N2CCN(c3ccc([N+](=O)[O-])cc3)CC2)c2ccccc21
-7 | Cn1cccc1C1NC(=O)c2c(sc3c2CCC(C(C)(C)C)C3)N1 (stereo unspecified)
-9 | O=C1Nc2ccccc2C(O)(C(=O)NCCCN2CCCCCC2)N1c1ccccc1 (stereo unspecified)
2 | CC1=C(C(=O)Nc2ccccc2C)C(c2ccc(C)o2)N2C(=O)CSC2=N1 (stereo unspecified)
-6 | N#CC(C(=O)NCCc1ccccc1)c1nc2ccccc2nc1N1CCCCC1 (stereo unspecified)
-4 | O=C(NCC1c2ccccc2CCN1C(=O)CN1CCOCC1)C1CCCCC1 (stereo unspecified)
-6 | Cc1oc(-c2cccs2)nc1CSCC(=O)NC1CCCCCCC1
-3 | CCOC(=O)c1c(NC(=O)c2ccc(C)c([N+](=O)[O-])c2)sc(C(=O)Nc2ccccc2C(F)(F)F)c1C
2 | COC(=O)C1CCN(C(=O)NC(C)(C)C)CC1
-9 | O=C(CC12CC3CC(C1)CC(CC(=O)Nc1ccc(Br)cc1)(C3)C2)Nc1ccc(Br)cc1
0 | CC(C)C(C(=O)OCC(=O)c1ccccc1)N1C(=O)C2C3C=CC(C3)C2C1=O (stereo unspecified)
-9 | COc1ccc(O)c(CN2CCN(C/C=C/c3ccccc3)CC2)c1
-5 | Cc1cc(C)cc(NC(=O)C2C3C=CC4(O3)C2C(=O)N(C2CCCCC2)C4C(=O)NC2CCCCC2)c1 (stereo unspecified)
-2 | COc1cccc2c1OC1(C)CC2NC(=O)N1Cc1ccccc1 (stereo unspecified)
-3 | COc1ccc(CNC(=O)c2nn3c(C(F)(F)F)cc(-c4ccccc4)nc3c2Br)cc1
2 | O=C(c1ccc(SCc2ccccc2F)c([N+](=O)[O-])c1)N1CCN(c2ccccn2)CC1

Overlap with the part before: seven compounds; new compounds follow.
14-3-3g Raf | smiles
-9 | O=C(CC12CC3CC(C1)CC(CC(=O)Nc1ccc(Br)cc1)(C3)C2)Nc1ccc(Br)cc1
0 | CC(C)C(C(=O)OCC(=O)c1ccccc1)N1C(=O)C2C3C=CC(C3)C2C1=O (stereo unspecified)
-9 | COc1ccc(O)c(CN2CCN(C/C=C/c3ccccc3)CC2)c1
-5 | Cc1cc(C)cc(NC(=O)C2C3C=CC4(O3)C2C(=O)N(C2CCCCC2)C4C(=O)NC2CCCCC2)c1 (stereo unspecified)
-2 | COc1cccc2c1OC1(C)CC2NC(=O)N1Cc1ccccc1 (stereo unspecified)
-3 | COc1ccc(CNC(=O)c2nn3c(C(F)(F)F)cc(-c4ccccc4)nc3c2Br)cc1
2 | O=C(c1ccc(SCc2ccccc2F)c([N+](=O)[O-])c1)N1CCN(c2ccccn2)CC1
3 | CC1CC(C)CN(c2oc(-c3ccco3)nc2C#N)C1 (stereo unspecified)
-5 | COc1ccccc1CNc1ncnc2sc(C)cc12
10 | COCCNC(=O)C(=O)Nc1cccc(Br)c1
0 | O=C(CSc1nnnn1C1CCCCC1)N1CCc2ccccc21

A draw from above in order of molar mass, smallest number first.
14-3-3g Raf | smiles
3 | CC1CC(C)CN(c2oc(-c3ccco3)nc2C#N)C1 (stereo unspecified)
10 | COCCNC(=O)C(=O)Nc1cccc(Br)c1
0 | O=C(CSc1nnnn1C1CCCCC1)N1CCc2ccccc21
